UTI89 phage lysis: inhibition of K1F phage lysis, E. coli UTI89, bacterial capsule biogenesis inhibitors, alamar blue (AID 488966); E. coli UTI89 K1F phage lysis, alamar blue, 2 h; higher % means a stronger effect; one-dose inhibition, % at 100 µM; IC50 in µM for titrated hits; 0.02% of 340,000 active;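 active = phage lysis inhibition, versus mean bacterial control, above a set limit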;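 also: capsule biogenesis inhibitors block K1F phage lysis so surviving cells raise fluorescence; higher fluorescence means more inhibition of phage lysis; actives were called in the ten point dose series up to 300 µM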
Active calls of the source: *; [ ] = dose if it differs, or a comment. This is a subset; rates above refer to the full screens.

What do the screens show for `C=CC(COCc1ccccc1)N(CC(=O)OC)S(=O)(=O)c1cc(Br)ccc1OC` (stereo not given)?
UTI89 phage lysis: -0.3%

Results for C[C@@H](NC(=O)c1nc[nH]c1C(=O)OCc1ccccc1)c1ccccc1 ?
UTI89 phage lysis: 0.1%

What do the screens show for `CN(CC(=O)Nc1ccccc1C(F)(F)F)C(=O)CSc1nc(N)cc(N)n1`?
UTI89 phage lysis: 0.0%[50 µM]

Results for COc1ccc(N(CC(=O)NC2CCCCC2)C(=O)CNC(=O)c2cccs2)cc1 ?
UTI89 phage lysis: -0.1%

Results for Cc1ccc(OCC(=O)NNC(=O)c2ccccc2OCc2c(C)noc2C)cc1 ?
UTI89 phage lysis: 0.3%[50 µM]

What do the screens show for `CCc1nnc(NC(=O)CSCc2cc(=O)n3ccsc3n2)s1`?
UTI89 phage lysis: 0.5%

What do the screens show for `COCCCNC(=O)c1ccc2c(c1)nc(C)n2-c1cccc(C)c1`?
UTI89 phage lysis: 1.1%

How did CC(=O)Nc1ccc(NC(=O)C(C)OC(=O)c2cc(S(=O)(=O)N3CCOCC3)ccc2Cl)cc1 (stereo not given) do in these assays?
UTI89 phage lysis: 0.7%[50 µM]

How did O=C(CCc1ccccc1)NNC(=O)COc1ccc(Br)cc1 do in these assays?
UTI89 phage lysis: 0.1%

Results for C/C(=N\NC(=O)c1cc(C)[nH]n1)c1ccc(-c2ccccc2)cc1 ?
UTI89 phage lysis: 0.2%

What do the screens show for `COc1cccc(CN(C)C(=O)c2ccc(NC(=O)CC3SC(N4CCCCC4)=NC3=O)cc2)c1OC` (stereo not given)?
UTI89 phage lysis: 0.3%[50 µM]

Results for Cc1ccc(C)c(NC(=O)CN2C(=O)NC(C)(c3ccc4c(c3)OCCO4)C2=O)c1 (stereo not given) ?
UTI89 phage lysis: 0.2%[50 µM]

What do the screens show for `Cc1ccc(CNC(=O)CN2C(=O)NC(C)(c3ccccc3Cl)C2=O)cc1` (stereo not given)?
UTI89 phage lysis: 0.2%

What do the screens show for `CCCNC(=O)Nc1cc(OC)c(OC)cc1Cc1nccc2cc(OC)c(OC)cc12`?
UTI89 phage lysis: 1.2%[50 µM]

Results for COc1ccc(C(=O)NC(=S)Nc2ccc(CN3CCOCC3)cc2)cc1Cl ?
UTI89 phage lysis: 0.1%

What do the screens show for `CCOC(=O)C(CCSC)Nc1nc(Cl)nc(Nc2ccc(Cl)cc2)n1` (stereo not given)?
UTI89 phage lysis: 0.6%

Results for Cc1nn(C)c(C)c1S(=O)(=O)NCCc1ccc(Cl)cc1 ?
UTI89 phage lysis: 0.0%

What do the screens show for `CCCCC(NC(=O)Cc1c(C)c2cc3c(-c4ccccc4)coc3c(C)c2oc1=O)C(=O)O` (stereo not given)?
UTI89 phage lysis: 0.0%

How did COc1ccc(CCN2CC(C(=O)Nc3ccccc3F)CC2=O)cc1OC (stereo not given) do in these assays?
UTI89 phage lysis: 1.1%[50 µM]

Results for COc1cc2c(cc1OC)C(=O)N1[C@H]3c4ccccc4OC[C@@H]3[C@H](c3ccccc3)[C@]1(C)C(=O)N2 ?
UTI89 phage lysis: 0.1%

How did COc1ccccc1-c1oc2ccccc2c1C#CCO do in these assays?
UTI89 phage lysis: 4.7%

Results for CC(=O)Nc1ccc(NC(=O)CSc2nc3nc(C)cc(C)c3c(=O)[nH]2)cc1 ?
UTI89 phage lysis: 1.5%

How did Cc1ccc(NC(=O)COC(=O)Cn2ccc(C(F)(F)F)n2)cc1Cl do in these assays?
UTI89 phage lysis: 1.1%[50 µM]

How did CC(C)C1Cc2c(sc3ncnc(NN)c23)CO1 (stereo not given) do in these assays?
UTI89 phage lysis: 0.1%

How did Cc1onc(-c2ccccc2)c1C(=O)OCC(=O)Nc1ccc(OC(F)(F)F)cc1 do in these assays?
UTI89 phage lysis: -0.7%[50 µM]

How did COc1ccc(S(=O)(=O)N2CCN(C(=O)c3ccc([N+](=O)[O-])o3)CC2)cc1 do in these assays?
UTI89 phage lysis: -0.8%

Results for COc1ccccc1C(=O)OCC(=O)Nc1cccc(S(=O)(=O)NC2=NCCCCC2)c1 ?
UTI89 phage lysis: -0.7%

What do the screens show for `CCOc1ccccc1CNC(=O)C1CCN(c2nnc(C)c3c(C)n(-c4ccc(C)cc4)nc23)CC1`?
UTI89 phage lysis: 0.6%

Results for C=CCN(C(=O)c1csnn1)C(C(=O)NCc1ccccc1)c1cccs1 (stereo not given) ?
UTI89 phage lysis: 0.1%

Results for CC(=O)Nc1cc2nn(-c3ccccc3)nc2cc1C ?
UTI89 phage lysis: -0.4%

What do the screens show for `Cc1ccc(SCC(=O)N(C)C2CCS(=O)(=O)C2)c(C)c1` (stereo not given)?
UTI89 phage lysis: -0.8%

Results for CCOC(=O)C1=C(COC(=O)C(CC)Oc2ccccc2)NC(=O)NC1C (stereo not given) ?
UTI89 phage lysis: 1.0%[50 µM]

What do the screens show for `C=C(C)CN1C(=O)C2(OCCO2)c2ccccc21`?
UTI89 phage lysis: -0.1%

Results for CC(=O)N1CCN(c2ccc(NC(=O)c3ccc(Cl)cc3)cc2)CC1 ?
UTI89 phage lysis: -1.0%

What do the screens show for `Cc1ccc(C(=O)OCC(=O)c2ccc(CC(=O)N3CCOCC3)s2)cc1C`?
UTI89 phage lysis: 0.1%[50 µM]

What do the screens show for `CCOc1ccc(Nc2nc(N3CCOCC3)nc(N3CCOCC3)n2)cc1`?
UTI89 phage lysis: -0.1%

What do the screens show for `COc1cccc(N2CC(NC(=O)C(=O)c3c(C)[nH]c4ccccc34)CC2=O)c1` (stereo not given)?
UTI89 phage lysis: 0.6%[50 µM]

What do the screens show for `O=C(COc1ccc(-n2cnnn2)cc1)Nc1ccccc1OC(F)F`?
UTI89 phage lysis: 0.5%[50 µM]

What do the screens show for `COc1ccc(S(=O)(=O)N2CCOCC2)cc1C(=O)NC1CCCCC1`?
UTI89 phage lysis: 0.2%

What do the screens show for `Cc1ccn2c(=O)nc(SCC(=O)c3ccccc3)nc2c1`?
UTI89 phage lysis: 1.6%[50 µM]

Results for Cc1cnc(NC(=O)c2cc(-c3ccccc3)nn2-c2ccccc2)s1 ?
UTI89 phage lysis: 0.0%

How did O=C(NCCCN1CCOCC1)c1ccccc1N1C(=O)[C@@H]2Cc3c([nH]c4ccccc34)C(c3ccc(F)cc3)N2C1=O (stereo not given in full) do in these assays?
UTI89 phage lysis: 1.6%

How did COc1ccccc1C(=O)COC(=O)c1nc(Cl)ccc1Cl do in these assays?
UTI89 phage lysis: 1.4%[50 µM]

Results for O=C(CC(=O)N/N=C/c1c(Cl)cccc1Cl)NCc1cccnc1 ?
UTI89 phage lysis: 0.1%

What do the screens show for `CCC(CNC(=O)c1c(C)nn(-c2ccccc2)c1Cl)c1ccccc1` (stereo not given)?
UTI89 phage lysis: -0.3%

How did O=C(CCCCC(=O)OC1CCCCC1)OC1CCCCC1 do in these assays?
UTI89 phage lysis: -1.0%

How did O=C(CCCC(=O)N(c1cccc(F)c1)C(C(=O)NC1CCCC1)c1ccc(O)cc1)Nc1ccccn1 (stereo not given) do in these assays?
UTI89 phage lysis: -0.1%

How did CCOc1cccc(C(=O)Nc2ccc(NC(=O)c3ccccc3)c(C)c2)c1 do in these assays?
UTI89 phage lysis: 0.7%

No new results follow: ten of the compounds above.
What do the screens show for `COc1ccc(S(=O)(=O)N2CCOCC2)cc1C(=O)NC1CCCCC1`?
UTI89 phage lysis: 0.2%

What do the screens show for `Cc1ccn2c(=O)nc(SCC(=O)c3ccccc3)nc2c1`?
UTI89 phage lysis: 1.6%[50 µM]

Results for Cc1cnc(NC(=O)c2cc(-c3ccccc3)nn2-c2ccccc2)s1 ?
UTI89 phage lysis: 0.0%

How did O=C(NCCCN1CCOCC1)c1ccccc1N1C(=O)[C@@H]2Cc3c([nH]c4ccccc34)C(c3ccc(F)cc3)N2C1=O (stereo not given in full) do in these assays?
UTI89 phage lysis: 1.6%

How did COc1ccccc1C(=O)COC(=O)c1nc(Cl)ccc1Cl do in these assays?
UTI89 phage lysis: 1.4%[50 µM]

Results for O=C(CC(=O)N/N=C/c1c(Cl)cccc1Cl)NCc1cccnc1 ?
UTI89 phage lysis: 0.1%

What do the screens show for `CCC(CNC(=O)c1c(C)nn(-c2ccccc2)c1Cl)c1ccccc1` (stereo not given)?
UTI89 phage lysis: -0.3%

How did O=C(CCCCC(=O)OC1CCCCC1)OC1CCCCC1 do in these assays?
UTI89 phage lysis: -1.0%

How did O=C(CCCC(=O)N(c1cccc(F)c1)C(C(=O)NC1CCCC1)c1ccc(O)cc1)Nc1ccccn1 (stereo not given) do in these assays?
UTI89 phage lysis: -0.1%

How did CCOc1cccc(C(=O)Nc2ccc(NC(=O)c3ccccc3)c(C)c2)c1 do in these assays?
UTI89 phage lysis: 0.7%

Continuation.
Results for COc1ccc(NC(=O)CN(C)C(=O)C(CCSC)NC(=O)c2ccccc2)cc1 (stereo not given) ?
UTI89 phage lysis: 0.1%

How did CCN(Cc1ccccc1)S(=O)(=O)c1ccc(F)cc1 do in these assays?
UTI89 phage lysis: 0.0%

Results for Cc1ccc(SCC(=O)O/N=C(\N)c2cccnc2)cc1 ?
UTI89 phage lysis: -0.2%

Results for COc1cc2c(=O)n(CCC(=O)NCC3CCCO3)c(=O)n(CC(=O)Nc3ccc(C)cc3)c2cc1OC (stereo not given) ?
UTI89 phage lysis: 0.4%

What do the screens show for `CC1(C)OC(C)(C)/C(=C\c2ccc(OCC(N)=O)cc2)C1=O`?
UTI89 phage lysis: 1.2%[50 µM]

What do the screens show for `CCS(=O)(=O)C1=NSC2=NC(=O)/C(=C\c3ccc(OS(=O)(=O)c4ccccc4)c(OC)c3)C(=N)N21`?
UTI89 phage lysis: 0.2%

Results for O=S(=O)(c1cc(F)ccc1F)N1CCN(c2ncnc3ccccc23)CC1 ?
UTI89 phage lysis: 0.2%[50 µM]

What do the screens show for `COc1ccc(N(CC(=O)NC2CCCC2)C(=O)c2ccc(C)s2)c(OC)c1`?
UTI89 phage lysis: -0.2%

What do the screens show for `Cc1c(Cl)cccc1NC(=S)C(=C([O-])c1ccc(Cl)s1)[n+]1ccccc1`?
UTI89 phage lysis: -2.3%

How did Cc1nnc2sc(-c3ccc(N(C)C)cc3)nn2c1=O do in these assays?
UTI89 phage lysis: 0.1%

What do the screens show for `COc1ccc(-c2cc(CC3(C(=O)O)CCN(C(=O)OC(C)(C)C)CC3)on2)c(OC)c1`?
UTI89 phage lysis: 0.4%

Results for COc1ccc(COC(=O)CCN=C2NS(=O)(=O)c3ccccc32)cc1F ?
UTI89 phage lysis: 0.9%[50 µM]

Results for COc1cccc(NC(=O)CSc2nnc(CNC(=O)c3ccccc3F)o2)c1 ?
UTI89 phage lysis: 0.4%

How did O=c1nccc(N/N=C/c2ccccc2)[nH]1 do in these assays?
UTI89 phage lysis: 0.1%[50 µM]

Results for COc1ccc(-c2nc(-c3ccncc3)no2)c(OC)c1 ?
UTI89 phage lysis: 2.5%

How did O=C(COC(=O)COc1ccccc1)NC1CCS(=O)(=O)C1 (stereo not given) do in these assays?
UTI89 phage lysis: 0.6%

What do the screens show for `COc1cccc(CNS(=O)(=O)c2csc(C(N)=O)c2)c1`?
UTI89 phage lysis: 0.3%

Results for O=C(CSc1nnc(Cc2ccccc2)o1)c1ccc2c(c1)OCO2 ?
UTI89 phage lysis: 1.1%[50 µM]

What do the screens show for `O=C(Nc1ccsc1C(=O)O)c1ccccc1`?
UTI89 phage lysis: 0.2%

Results for COC(=O)c1ccc2nc(C3CCCCC3)c3c(c2c1)CCC3 ?
UTI89 phage lysis: 0.2%

How did Cn1cnc(C(=O)NC2CCN(C(=O)OC(C)(C)C)CC2)c1C(=O)NC1CCN(C(=O)OC(C)(C)C)CC1 do in these assays?
UTI89 phage lysis: 0.0%

How did COc1ccc(C=C(C#N)c2ccc(OC)cc2)cc1 do in these assays?
UTI89 phage lysis: 1.7%

How did COC(=O)c1ccc(OC(=O)CCS(=O)(=O)c2ccc(C)cc2)cc1 do in these assays?
UTI89 phage lysis: 0.7%[50 µM]

Results for COC(=O)C1SCCN1S(=O)(=O)c1ccc(Cl)cc1 (stereo not given) ?
UTI89 phage lysis: 2.5%

Results for CC1CCN(CCCCOc2cccc(C(C)C)c2)CC1 ?
UTI89 phage lysis: 0.3%

What do the screens show for `COc1ccc(-c2noc(CCC(=O)N3CCN(c4cccc(C)c4)CC3)n2)cc1`?
UTI89 phage lysis: 0.3%

How did Cc1ccc(-c2noc(CN(C(=O)c3ccc4c(c3)OCO4)C(C)C)n2)cc1 do in these assays?
UTI89 phage lysis: 0.3%

How did CCOc1ccc(C(=O)OCC(=O)NC2CCCCCCC2)cc1 do in these assays?
UTI89 phage lysis: 0.1%[50 µM]

How did Cc1cccc(C(=O)OC(C)CN2C(C)CCCC2C)c1 (stereo not given) do in these assays?
UTI89 phage lysis: 0.3%

How did COC(=O)C(C)n1cnc2c(nnn2-c2cccc(OC)c2)c1=O (stereo not given) do in these assays?
UTI89 phage lysis: 0.2%

How did CCc1ccc(NC(=O)COc2ccc3c(c2)OCO3)cc1 do in these assays?
UTI89 phage lysis: 0.1%

How did Cc1cccc(N2CCN(C(=O)c3cc(S(=O)(=O)N4CCCC4)cn3C)CC2)c1C do in these assays?
UTI89 phage lysis: 0.0%

What do the screens show for `CCOc1ccc(CCNC(=O)COC(=O)COc2ccc(Br)cc2)cc1OCC`?
UTI89 phage lysis: -0.2%

Results for O=C(c1n[nH]c2ccccc12)N1CCN(S(=O)(=O)c2ccc(Cl)cc2)CC1 ?
UTI89 phage lysis: 0.1%[50 µM]

How did COc1ccc(CNS(=O)(=O)c2cc(-c3cc(C)no3)ccc2OC)cc1OC do in these assays?
UTI89 phage lysis: 1.6%

Results for O=C(Cn1cc(C(F)(F)F)cc(Cl)c1=O)NC1CCS(=O)(=O)C1 (stereo not given) ?
UTI89 phage lysis: 0.4%[50 µM]

How did CCN(CC)c1ccc(S(=O)(=O)N2CCOCC2)cc1NC(=O)COC(=O)C1=COCCO1 do in these assays?
UTI89 phage lysis: 0.5%[50 µM]

Results for CCCn1c(CN2CCN(C(=O)OCC)CC2)nc2cc([N+](=O)[O-])ccc21 ?
UTI89 phage lysis: 0.0%

Results for COC(=O)c1cc(C)ccc1/C=C1/Cc2c(C)cc(C)cc2C1=O ?
UTI89 phage lysis: 5.8%

High-throughput results from PubChem BioAssay.
